Screening results from PubChem.
aGal spleen mod: inhibitors or activators of human alpha-galactosidase in spleen homogenate | Potency, µM (highest dose often 80 µM), without a hit: top-dose activity change, negative = inhibition, usual class: inhibitors | human spleen homogenate, 4MU-alpha-Gal fluorescence, 40 min | 240,000 tested, 0.008% active | AID 2107 | P06280;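 also: 0% = enzyme with vehicle and -100% = no enzyme basal signal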
Target sequence (P06280 32-429 limits assumed): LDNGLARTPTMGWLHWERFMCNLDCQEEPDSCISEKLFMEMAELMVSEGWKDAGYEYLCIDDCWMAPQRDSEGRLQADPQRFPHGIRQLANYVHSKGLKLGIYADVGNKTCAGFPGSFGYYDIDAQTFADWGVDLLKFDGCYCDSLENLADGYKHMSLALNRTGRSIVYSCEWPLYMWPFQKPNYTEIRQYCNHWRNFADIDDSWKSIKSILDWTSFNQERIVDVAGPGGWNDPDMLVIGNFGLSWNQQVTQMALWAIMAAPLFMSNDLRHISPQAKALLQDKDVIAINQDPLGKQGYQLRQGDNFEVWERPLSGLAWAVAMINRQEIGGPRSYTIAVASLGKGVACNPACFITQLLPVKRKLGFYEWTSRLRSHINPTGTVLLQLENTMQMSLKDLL
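Inhibition or activation of alpha-galactosidase in human spleen homogenate is scored by 4-MU fluorescence after 40 min at 37C, pH 5.0, with 1 mM substrate. AC50s come from concentration-response fitted to the Hill equation.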
RGS12 GoLoco inh: inhibitors of human Gai1-RGS12 GoLoco interaction (red fluorophore) | P63096 | Potency, µM (doses to about 61.6 µM), for inactives: top-dose activity, negative = inhibition, actives largely listed as inhibitors | 230,000 tested, 0.44% active | Gai1:RGS12 GoLoco peptide FP, rhodamine, 10 min; active = well fitted inhibition curve with a large enough effect, not every such curve was filed as active; inactive = no such curve, though single readings can be large or run the other way; also: % is scaled to controls: 0 for no effect and ±100 for the full control effect; nearly all actives have a fitted effect of over 30% in size; many of its hits are not listed in these tables
Target sequence (P63096 whole entry, looked up): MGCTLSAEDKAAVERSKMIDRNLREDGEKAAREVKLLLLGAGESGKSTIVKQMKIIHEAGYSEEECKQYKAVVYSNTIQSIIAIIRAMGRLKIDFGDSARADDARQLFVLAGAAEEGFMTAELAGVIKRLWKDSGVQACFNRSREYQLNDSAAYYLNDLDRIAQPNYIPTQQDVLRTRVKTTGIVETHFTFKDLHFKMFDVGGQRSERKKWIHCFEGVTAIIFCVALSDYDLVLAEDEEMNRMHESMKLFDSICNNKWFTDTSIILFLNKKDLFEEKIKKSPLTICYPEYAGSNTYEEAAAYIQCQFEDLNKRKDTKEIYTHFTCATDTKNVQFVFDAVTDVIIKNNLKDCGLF
ALDH1A1 inh: blocks purified human ALDH1A1 activity. P00352. Purified ALDH1A1, NADH fluorescence, propionaldehyde substrate. 220,000 tested, 7.3% active. Potency, µM (top dose mostly 75.3 µM), for inactives: at the highest dose activity, negative = inhibition, actives largely listed as inhibitors. AID 1030; active = well fitted inhibition curve with a large enough effect, not every such curve was filed as active; inconclusive = small, poorly fitted or top-dose-only effect, or another doubt; inactive = no such curve, though single readings can be large or run the other way;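 also: plate controls were no enzyme wells and a reference inhibitor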
GAA glycogen mod: GAA glycogen-cleavage inhibition or activation; P10253; recombinant GAA, glycogen substrate, Amplex Red glucose oxidase fluorescence; Potency, µM (series often up to 76.4 µM), for the others: top-dose activity change, negative = inhibition, usual class: inhibitors; 300,000 tested, 0.38% active; AID 2100;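 also: 0% = full enzyme reaction and -100% = no-enzyme basal signal; the screen sought inhibitors and activators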
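Recombinant human enzyme (4 nM); glycogen substrate; 37 C, 40 min, pH 5.0. Readout: coupled glucose oxidase/Amplex Red fluorescence.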
GAA inhib: inhibitors of human lysosomal alpha-glucosidase; P10253; purified human GAA, 4-MU-alpha-glucoside fluorescence; 200,000 tested, 0.005% active; Potency, µM (top dose mostly 76.9 µM), inactives show at the highest dose activity change, negative = inhibition, actives largely listed as inhibitors;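 also: plate controls were uninhibited enzyme wells for no effect and no-enzyme background for full effect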
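Endpoint fluorogenic read: 20 min room-temperature reaction of 4 nM human alpha-glucosidase with 400 uM 4-methylumbelliferyl-alpha-D-pyranoside, pH 5.0, quenched with 1M NaOH/1M glycine pH 10. AC50 from Hill modeling.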
SMN2 splice enh: increases expression of the SMN2 splice variant; 210,000 tested, 2.8% active; HEK293 SMN2-luciferase splicing reporter, luminescence, 30-36 h; Potency, µM (doses to about 46.1 µM), without a hit: top-dose activity change, positive = activation, actives largely listed as activators; AID 1458; also: % of control where 0% means no effect; nearly all actives have a fitted effect of over 55% in size
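qHTS luciferase splicing reporter: luminescence rises when SMN2 exon 7 is included in transfected HEK293 cells. Compound exposure lasted 30-36 h at 37C, with 4.5 mM final sodium butyrate as control, followed by a ONE-Glo read.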
JMJD2E inh: inhibitors of human JMJD2E histone demethylase. B2RXH2. JMJD2E catalytic domain, FDH-coupled NADH fluorescence (FDH is formaldehyde dehydrogenase). Potency, µM (doses to about 57.1 µM), without a hit: top-dose activity change, negative = inhibition, most hits filed as inhibitors. 230,000 tested, 1.6% active. AID 2147; active = well fitted inhibition curve with a large enough effect, not every such curve was filed as active; inconclusive = small, poorly fitted or top-dose-only effect, or another doubt; inactive = no such curve, though single readings can be large or run the other way;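 also: 0% = wells with enzyme and -100% = buffer wells without enzyme; nearly all actives have a fitted effect of over 50% in size; many of its hits are not listed in these tables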
Target sequence (B2RXH2 1-337 limits assumed): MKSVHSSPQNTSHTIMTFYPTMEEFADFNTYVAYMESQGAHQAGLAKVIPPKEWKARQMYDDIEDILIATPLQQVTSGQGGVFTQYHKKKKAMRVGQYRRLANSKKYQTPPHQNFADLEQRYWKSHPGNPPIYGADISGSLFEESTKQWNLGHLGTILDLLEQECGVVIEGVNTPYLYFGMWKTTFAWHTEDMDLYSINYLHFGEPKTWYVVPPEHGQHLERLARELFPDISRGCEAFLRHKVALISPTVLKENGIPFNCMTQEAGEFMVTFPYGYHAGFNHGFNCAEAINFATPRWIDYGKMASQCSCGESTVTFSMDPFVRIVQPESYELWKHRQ
GAA spleen mod: lysosomal alpha-glucosidase (human) modulation. human spleen homogenate, 4-MU-alpha-glucoside fluorescence. Potency, µM (titrated, usually from 79.9 µM), without a hit: top-dose activity change, negative = inhibition, usual class: inhibitors. 240,000 tested, 0.006% active;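 also: 0% = enzyme with vehicle and -100% = no enzyme basal signal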
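Human spleen homogenate (1 ug) incubated with compounds and 1 mM 4-methylumbelliferyl-alpha-D-glucopyranoside in pH 5.0 citrate/phosphate buffer, 37 C, 40 min. Stopped at pH 10; 4-MU fluorescence (Ex 365/Em 440 nm); AC50 by Hill fit.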
An asterisk follows results filed as active; [ ] = remark or other dose. Unless noted, calls follow the shape of the dose curve; as a rule, active = well fitted curve in the direction sought with a large enough effect; inconclusive = small, poorly fitted or top-dose-only effect, or another doubt; inactive = no such curve, though single readings can be large; an effect the other way counts as inactive or inconclusive. Potency is read from the fitted curve at half-maximal effect. A portion of the library; count on the stated rates, not on these rows.

How did CCOC(=O)c1ccc(S(=O)(=O)NCC(C)(C)N2CCOCC2)cc1 do in these assays?
aGal spleen mod: 0%; RGS12 GoLoco inh: 8%; ALDH1A1 inh: 3%; GAA glycogen mod: -1%; GAA inhib: 0%; SMN2 splice enh: -2%; JMJD2E inh: 2%; GAA spleen mod: 0%

How did CNC(=O)CSc1cnc2ccccc2n1 do in these assays?
aGal spleen mod: 1%; RGS12 GoLoco inh: 9%; ALDH1A1 inh: 6%; GAA glycogen mod: 4%; GAA inhib: -1%; SMN2 splice enh: 7%; JMJD2E inh: -8%; GAA spleen mod: -1%

Results for CCC(C)(C)NC(=O)CCCSc1nc2ccccc2[nH]1 ?
aGal spleen mod: 0%; RGS12 GoLoco inh: -2%; GAA glycogen mod: 1%; JMJD2E inh: 5%; GAA spleen mod: -1%

How did Cc1ccc(C(=O)C[n+]2cccc(C(N)=O)c2)cc1 do in these assays?
aGal spleen mod: 2%; RGS12 GoLoco inh: 7%; ALDH1A1 inh: 14%; GAA glycogen mod: 1%; GAA inhib: 6%[15.4 µM]; JMJD2E inh: -17%; GAA spleen mod: 2%

What do the screens show for `S=C(N/N=C/c1ccccc1)N1CCOCC1`?
aGal spleen mod: 0%; RGS12 GoLoco inh: 0%; ALDH1A1 inh: inconclusive; GAA glycogen mod: 8%; GAA inhib: 3%; SMN2 splice enh: 1%; JMJD2E inh: inconclusive; GAA spleen mod: -11%

Results for CO/N=C/c1ccc(N2CCN(C(=O)c3ccc(C)cc3)CC2)c([N+](=O)[O-])c1 ?
aGal spleen mod: -11%; RGS12 GoLoco inh: 5%; ALDH1A1 inh: -9%; GAA glycogen mod: -4%; GAA inhib: -1%; SMN2 splice enh: -13%; JMJD2E inh: -2%; GAA spleen mod: -26%

What do the screens show for `O=C(CC(c1ccccc1)c1ccccc1O)NCCN1CCOCC1` (stereo unspecified)?
aGal spleen mod: -4%; RGS12 GoLoco inh: 1%; ALDH1A1 inh: 14%; GAA glycogen mod: 2%; GAA inhib: -10%; SMN2 splice enh: 9%; JMJD2E inh: 5%; GAA spleen mod: -4%

What do the screens show for `CC(=O)Nc1ccc(NC(=O)/C(Cl)=C/c2ccccc2)cc1`?
aGal spleen mod: -19%; RGS12 GoLoco inh: 5%; ALDH1A1 inh: 1%; GAA glycogen mod: 6%; GAA inhib: -4%; SMN2 splice enh: -6%; JMJD2E inh: 12%; GAA spleen mod: -5%

What do the screens show for `CC(=O)c1cccc(NC(=O)C2CCN(S(=O)(=O)c3cccs3)CC2)c1`?
aGal spleen mod: -16%; RGS12 GoLoco inh: -5%; ALDH1A1 inh: 6%; GAA glycogen mod: -1%; GAA inhib: inconclusive; SMN2 splice enh: -3%; JMJD2E inh: 10%; GAA spleen mod: -9%

What do the screens show for `O=C(c1ccc(N2CCNCC2)cc1)c1cccnc1`?
aGal spleen mod: -6%; RGS12 GoLoco inh: 0%; ALDH1A1 inh: inconclusive; GAA glycogen mod: 1%; GAA inhib: -3%; SMN2 splice enh: -14%; JMJD2E inh: 8%; GAA spleen mod: -6%

Results for CCCCN1C(=O)/C(=C(/C#N)C(N)=O)c2ccccc21 ?
aGal spleen mod: 1%; RGS12 GoLoco inh: 4%; ALDH1A1 inh: 7.1µM*; GAA glycogen mod: -4%; GAA inhib: 3%; SMN2 splice enh: 7%; JMJD2E inh: -1%; GAA spleen mod: 0%

How did CC1CN/C(=C\C(=O)c2ccc(Cl)cc2)C(=O)N1 (stereo unspecified) do in these assays?
aGal spleen mod: 0%; RGS12 GoLoco inh: -4%; ALDH1A1 inh: inconclusive; GAA glycogen mod: 4%; GAA inhib: -9%; SMN2 splice enh: 3.2µM*; JMJD2E inh: 4%; GAA spleen mod: -1%

Results for O=C(c1ccc(Cl)c(S(=O)(=O)Nc2ccc(F)cc2)c1)N1CCN(c2ccccn2)CC1 ?
aGal spleen mod: -14%; RGS12 GoLoco inh: -4%; ALDH1A1 inh: 27%; GAA glycogen mod: 0%; GAA inhib: 2%; SMN2 splice enh: 7%; JMJD2E inh: 1%; GAA spleen mod: -5%

How did CCOc1ncccc1C(=O)N1CCN(C(c2ccccc2)c2ccccc2)CC1 do in these assays?
aGal spleen mod: -7%; RGS12 GoLoco inh: -1%; ALDH1A1 inh: 6%; GAA glycogen mod: -5%; GAA inhib: -5%; SMN2 splice enh: -21%; JMJD2E inh: 2%; GAA spleen mod: -7%

Results for O=C(O)/C=C1\NC(=O)c2ccccc21 ?
aGal spleen mod: -2%; RGS12 GoLoco inh: 12%; ALDH1A1 inh: 5%; GAA glycogen mod: 8%; GAA inhib: 4%; SMN2 splice enh: 17%; JMJD2E inh: 5%; GAA spleen mod: -14%

What do the screens show for `C/C(=N\N=C1\NC(=O)C(CC(=O)Nc2ccc(C)c(Cl)c2)S1)C(C)C` (stereo unspecified)?
aGal spleen mod: 1%; RGS12 GoLoco inh: 17%; ALDH1A1 inh: 0%; GAA inhib: -18%; SMN2 splice enh: 13%; JMJD2E inh: 5%; GAA spleen mod: -2%

How did S=C(Nc1ccccc1)N1CCN(C/C=C/c2ccccc2)CC1 do in these assays?
aGal spleen mod: 8%; RGS12 GoLoco inh: 11%; ALDH1A1 inh: -5%; GAA glycogen mod: -9%; GAA inhib: 4%; JMJD2E inh: 15%; GAA spleen mod: 6%

Results for Cc1ccc(C(=O)NC2CCc3ccccc3C2=O)cc1 (stereo unspecified) ?
aGal spleen mod: 5%; RGS12 GoLoco inh: 12%; ALDH1A1 inh: -5%; GAA glycogen mod: 1%; GAA inhib: 1%; SMN2 splice enh: 13µM*; JMJD2E inh: -17%; GAA spleen mod: 4%

Results for Cc1ccc(S(=O)(=O)N(Cc2ccccc2)c2ccccc2C(=O)Nc2ccccc2C(=O)NCc2ccco2)cc1 ?
aGal spleen mod: -1%; RGS12 GoLoco inh: 2%; ALDH1A1 inh: inconclusive; GAA glycogen mod: -9%; GAA inhib: inconclusive; SMN2 splice enh: -19%; JMJD2E inh: 1%; GAA spleen mod: -1%

Results for O=c1[nH]c(N2CCc3ccccc3C2)nc2c1CCC2 ?
aGal spleen mod: 7%; RGS12 GoLoco inh: 8%; ALDH1A1 inh: 6%; GAA glycogen mod: 6%; GAA inhib: 0%; SMN2 splice enh: -4%; JMJD2E inh: 5%; GAA spleen mod: -2%

What do the screens show for `Cc1nn(C)c(Cl)c1CN1CCC(CO)(CCOc2ccccc2)CC1`?
aGal spleen mod: 9%; RGS12 GoLoco inh: 10%; ALDH1A1 inh: 1%; GAA glycogen mod: -15%; GAA inhib: 11%; SMN2 splice enh: -41%[inhibitor]; JMJD2E inh: 0%; GAA spleen mod: 1%

How did Cc1n[nH]c(C)c1S(=O)(=O)N1CCC(C(=O)N2CCn3c2nc2ccccc23)CC1 do in these assays?
aGal spleen mod: -6%; RGS12 GoLoco inh: -10%; ALDH1A1 inh: 6%; GAA glycogen mod: -16%; GAA inhib: -2%; SMN2 splice enh: inconclusive; JMJD2E inh: 6%; GAA spleen mod: -6%

Results for O=C(/C(=N\Nc1ccc(Br)cc1)Sc1nnnn1-c1ccccc1)c1ccccc1 ?
aGal spleen mod: 4%; RGS12 GoLoco inh: 1%; ALDH1A1 inh: 1.6µM*; GAA glycogen mod: 1%; GAA inhib: 7%; SMN2 splice enh: 14%; JMJD2E inh: -28%; GAA spleen mod: -4%

Results for Cc1ccc2occ(-c3nn[nH]n3)c(=O)c2c1 ?
aGal spleen mod: -2%; RGS12 GoLoco inh: 2%; ALDH1A1 inh: 2%; GAA glycogen mod: 6%; GAA inhib: 6%; SMN2 splice enh: 5%; JMJD2E inh: 0%; GAA spleen mod: 0%

Results for COc1ccc(C(=O)C2CCCN(S(=O)(=O)C(C)C)C2)c(C)c1 (stereo unspecified) ?
aGal spleen mod: 6%; RGS12 GoLoco inh: 12%; ALDH1A1 inh: 10%; GAA glycogen mod: 17%; GAA inhib: inconclusive; JMJD2E inh: 4%; GAA spleen mod: 7%

What do the screens show for `N#Cc1nc(Cc2cccc3ccccc23)oc1N1CCCCC1`?
aGal spleen mod: -1%; RGS12 GoLoco inh: 1%; ALDH1A1 inh: inconclusive; GAA glycogen mod: 1%; GAA inhib: -17%; SMN2 splice enh: -24%; JMJD2E inh: -18%; GAA spleen mod: -1%

Results for O=C(O)Cc1nc2nc3c(c(=O)n2[nH]1)CCCC3 ?
aGal spleen mod: 6%; RGS12 GoLoco inh: 5%; ALDH1A1 inh: 6%; GAA glycogen mod: -3%; GAA inhib: -5%; SMN2 splice enh: -1%; JMJD2E inh: 7%; GAA spleen mod: 4%

How did COC(=O)c1[nH]c2ccc(Cl)cc2c1NC(=O)Oc1ccccc1 do in these assays?
aGal spleen mod: 13%; RGS12 GoLoco inh: -9%; ALDH1A1 inh: inconclusive; GAA glycogen mod: 25µM*; GAA inhib: 9%; SMN2 splice enh: -15%; JMJD2E inh: inconclusive; GAA spleen mod: 0%

How did O=C(O)C1CSCN1S(=O)(=O)c1cccc2nsnc12 (stereo unspecified) do in these assays?
aGal spleen mod: 6%; RGS12 GoLoco inh: -16%; ALDH1A1 inh: inconclusive; GAA glycogen mod: 3%; GAA inhib: 0%; SMN2 splice enh: -22%; JMJD2E inh: -7%; GAA spleen mod: -4%

What do the screens show for `CCOc1ccc(CCNC(=O)CCCN2C(=O)c3ccccc3C2=O)cc1OCC`?
aGal spleen mod: 0%; RGS12 GoLoco inh: 10%; ALDH1A1 inh: -5%; GAA glycogen mod: 6%; GAA inhib: 1%; SMN2 splice enh: 2%; JMJD2E inh: 0%; GAA spleen mod: -6%

Results for COc1ccc(N(CC(=O)NC2CCCC2)C(=O)Cn2nnc(-c3ccc(F)cc3)n2)cc1OC ?
aGal spleen mod: -12%; RGS12 GoLoco inh: 1%; ALDH1A1 inh: 12%; GAA glycogen mod: 0%; GAA inhib: -1%; SMN2 splice enh: -2%; JMJD2E inh: -6%; GAA spleen mod: 0%

Results for COc1ccc(S(=O)(=O)Cc2ccc(C(=O)NC3CCCC3)o2)cc1 ?
aGal spleen mod: -23%; RGS12 GoLoco inh: -5%; ALDH1A1 inh: inconclusive; GAA glycogen mod: 1%; GAA inhib: -8%; SMN2 splice enh: 2%; JMJD2E inh: 0%; GAA spleen mod: -7%
